Compound activity: PubChem, several laboratories
TRPC6 inhibitor: inhibitors of mouse TRPC6 channel. Q61143. HEK293-TRPC6, membrane potential dye, ACh-evoked depolarization; stronger effect = lower value. B-score at 10 µM. 1.1% of 310,000 active. AID 2553;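 active means B-score under library mean minus 3 SD, initial fluorescence not abnormally high, positive integrated signal ratio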;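 further: B-score derived from integrated fluorescence ratio over the kinetic read; more negative B-score means stronger inhibition of depolarization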
MrgX1 allo act: human MrgX1 positive allosteric modulation, primary screen | MrgX1-HEK293, Fluo-4 calcium flux, FDSS; stronger effect = higher value | B-score at 10 µM | 0.63% of 310,000 active;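 active means plate-corrected calcium response at least 3 library SD above typical, normal starting fluorescence, not activating the receptor alone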;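 further: compound read alongside a low EC10 to EC30 dose of BAM8-22 agonist; peak minus trough fluorescence over baseline measured at the second addition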
TRPC4 inh: blocks the mouse TRPC4 cation channel; AID 2247; HEK293 TRPC4beta/mu-opioid, DAMGO-evoked Fluo4 calcium flux; stronger effect = lower value; B-score at 10 µM; 0.39% of 300,000 active; Q9QUQ5;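 active means B-score over 3 SD under the library average, no early fluorescence shift, positive overall ratio signal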
Target sequence (Q9QUQ5 whole entry, looked up): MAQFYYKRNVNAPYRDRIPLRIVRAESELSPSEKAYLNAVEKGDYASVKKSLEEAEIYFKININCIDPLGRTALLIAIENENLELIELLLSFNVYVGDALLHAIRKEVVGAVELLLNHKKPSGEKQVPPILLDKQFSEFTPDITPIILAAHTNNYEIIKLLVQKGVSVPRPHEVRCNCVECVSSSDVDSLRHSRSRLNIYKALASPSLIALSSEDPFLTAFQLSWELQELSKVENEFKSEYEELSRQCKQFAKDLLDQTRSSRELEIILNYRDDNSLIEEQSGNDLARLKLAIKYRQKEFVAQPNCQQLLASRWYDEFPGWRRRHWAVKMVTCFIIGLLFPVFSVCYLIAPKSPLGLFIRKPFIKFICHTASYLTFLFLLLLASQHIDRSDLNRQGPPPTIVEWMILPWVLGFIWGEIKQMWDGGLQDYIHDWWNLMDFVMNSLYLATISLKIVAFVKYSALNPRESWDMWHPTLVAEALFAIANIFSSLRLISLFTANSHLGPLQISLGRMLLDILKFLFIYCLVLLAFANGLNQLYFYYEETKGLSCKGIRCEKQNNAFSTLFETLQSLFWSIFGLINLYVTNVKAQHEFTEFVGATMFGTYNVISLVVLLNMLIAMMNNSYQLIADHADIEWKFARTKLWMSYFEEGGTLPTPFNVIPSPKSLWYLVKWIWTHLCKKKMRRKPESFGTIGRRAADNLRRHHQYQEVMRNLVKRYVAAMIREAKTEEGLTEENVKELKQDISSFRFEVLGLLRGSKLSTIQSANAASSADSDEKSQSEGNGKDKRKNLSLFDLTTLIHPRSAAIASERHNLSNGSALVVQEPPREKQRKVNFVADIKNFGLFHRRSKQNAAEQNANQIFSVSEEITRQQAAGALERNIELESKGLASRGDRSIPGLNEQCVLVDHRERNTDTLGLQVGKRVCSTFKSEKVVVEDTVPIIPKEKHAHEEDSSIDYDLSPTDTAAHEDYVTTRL
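Assay system: Stable TRPC4beta/mu-opioid receptor HEK293 cells | Reagent: DAMGO in two steps, submaximal then maximal | Compound dosing: Single concentration per test compound | Signal: Fluo4 Ca2+ flux fluorescence | Evaluation: Per-well B score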
RGS4 act: RGS4 potentiation or activation; HEK293 M3R/inducible RGS4, carbachol calcium flux Fluo4; stronger effect = lower value; B-score at 10 µM; 0.92% of 310,000 active;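 active means B-score of the integrated calcium signal more than 4 SD below the library mean, with starting fluorescence not abnormally high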;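 further: negative B-score means reduced calcium response which marks RGS4 activation or potentiation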
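Also added: carbachol at ECmax as muscarinic agonist stimulus; Assay system: HEK293 cells with stable M3R and inducible RGS4; Timing: overnight RGS4 induction, 30 min dye load 37 °C, 20 min compound RT; Measured by: Fluo4-AM (2 µM) calcium-flux fluorescence, kinetic read.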
TRPC6 act: activators of mouse TRPC6 channel; Q61143; HEK293-TRPC6 membrane potential dye fluorescence; stronger effect = higher value; B-score at 10 µM; 0.13% of 310,000 active;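 active means B-score of the integrated fluorescence ratio above library mean plus 3 SD, and starting fluorescence ratio within library mean plus 5 SD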;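 further: higher score means more depolarization so channel activation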
MrgX1 antagonist: human MrgX1 receptor antagonism, primary screen; AID 588676; B-score at 10 µM; MRGX1-HEK293 calcium flux, Fluo-4, BAM8-22 antagonism; stronger effect = lower value; 1.3% of 310,000 active;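 active means calcium-response B-score plate-corrected more than 3 library SD below zero, starting fluorescence within 5 deviations, no agonist response on first addition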;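 further: peak minus trough fluorescence over baseline after final BAM8-22 challenge near maximal dose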
RGS4 inh: inhibitors of human RGS4; 0.45% of 310,000 active; HEK293 M3R/RGS4 inducible, Fluo-4 calcium flux; stronger effect = higher value; triggered by carbachol at its EC20; B-score at 10 µM; P49798; AID 463165;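 active means B-score, a plate-corrected calcium signal, over three deviations above library mean, with baseline fluorescence within five deviations of library mean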;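 further: RGS4 expression induced by doxycycline in cells with stable M3 receptor; B-score is computed from the integrated fluorescence ratio over baseline after carbachol; higher B-score means a larger calcium signal and so more RGS4 inhibition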
HIF act: HIF pathway transcriptional activation; 0.32% of 300,000 active; activation, % at 7.5 µM (by protocol); U2OS HRE-luciferase reporter, luminescence; normalized: DMSO 0%, desferrioxamine 100%;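 active means mean activation of at least 10% of the iron chelator positive control signal, with at least half of replicates also reaching 10%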
Platelet DG rel: modulates dense granule release in human platelets. human platelet-rich plasma, SFLLRN dense granule ATP release, luminescence. inhibition, %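 (compounds screened at 7.5 µM in platelet-rich plasma)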. 0.22% of 300,000 active. AID 1663;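 active means mean replicate score, as percent of positive control, at or above 50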
SKKanGAS inh: SKKanGAS growth inhibition | 1.3% of 300,000 active | inhibition, % at 7.5 µM | S. pyogenes SKKanGAS, kanamycin growth, BacTiter-Glo, 6 h;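 active means mean replicate score, as percent of positive control median, at least 50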;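 further: strain carries kanamycin resistance gene driven by streptokinase promoter and grows in 40 µg/ml kanamycin; loss of luminescence reflects streptokinase promoter inhibition or plain growth inhibition; 0% = median of DMSO wells and 100% = positive control at its reference dose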
MrgX1 agonist: human MrgX1 receptor agonism, primary screen; Q96LB2; MrgX1-HEK293 cells, Fluo-4 calcium fluorescence, agonist mode; stronger effect = higher value; B-score at 10 µM; 0.44% of 310,000 active; AID 588627;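 active means calcium response B-score plate-corrected fluorescence ratio at least 3 library SD, with starting fluorescence B-score inside 5 SD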
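Test system: Stable human MrgX1 HEK293 cell line | Schedule: Overnight plating before 1 h dye loading | Read-out basis: Baseline-normalised fluorescence change ratio, B-scored | Detection: Kinetic calcium dye fluorescence, Fluo-4 NW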
Active calls of the source: *; i = inactive; / = not tested or not shown.

SMILES	TRPC6 inhibitor	MrgX1 allo act	TRPC4 inh	RGS4 act	TRPC6 act	MrgX1 antagonist	RGS4 inh	HIF act	Platelet DG rel	SKKanGAS inh	MrgX1 agonist
CCC(=O)N1CCc2cc(S(=O)(=O)CCC(=O)Nc3ccc(C)c(F)c3)ccc21	i	i	i	i	i	i	i	1.5	10	12	i
COc1cccc(Cn2c(NCc3cccnc3)nc3c2c(=O)n(C)c(=O)n3C)c1	i	i	i	i	i	i	i	-1.6	17	-4	i
O=C(COC(=O)Cc1ccc(Cl)c(Cl)c1)Nc1ccc2[nH]c(=O)[nH]c2c1	i	i	i	i	i	i	i	0.4	3	-7	i
COc1ccc(OC)c(CNC(=O)C2CCN(S(=O)(=O)N3CCCC3)CC2)c1	i	i	i	i	i	i	i	/	6	1	i
O=C(CSc1nnnn1-c1ccc(C(=O)O)cc1)NC1CC1	i	i	i	i	i	i	i	-0.2	-12	-1	i
c1ccc(C[n+]2cccc3c4ccccc4ccc32)cc1	-9.7*	i	i	i	i	i	i	0.8	-2	-2	i
CCN1CCC(=NNC(=O)c2ccco2)CC1	i	i	i	i	i	i	i	1.9	-3	-2	i
COc1ccc(-n2c(SCC(=O)Nc3nccs3)nnc2-c2ccccc2)cc1	i	i	i	i	i	i	i	0.2	-3	-2	i
CCc1cc(=O)oc2c3c(cc(OCC(=O)NCCC(=O)O)c12)OC(C)(C)CC3	i	i	i	i	i	i	i	0.5	-3	4	i
Cc1ccc(S(=O)(=O)N(Cc2ccc(Cl)cc2)c2ccccc2C(=O)O)cc1	i	i	i	i	i	i	i	-1.0	-5	8	i
Nc1cccc2c1C(=O)N(Cc1cccc(Cl)c1)C2=O	i	i	i	i	i	i	i	-0.3	5	6	i
CCSc1nc(-c2ccccc2)c(-c2ccccc2)n1CC(O)CO (stereo not drawn)	i	i	i	i	i	i	i	-0.2	11	-1	i
CCOc1ccc2nc(N(CCCN(C)C)C(=O)c3ccc(S(=O)(=O)N4CCc5ccccc5C4)cc3)sc2c1	i	i	i	i	i	i	i	-3.2	4	10	i
O=C(/C=C/c1ccc(O)c(O)c1)c1ccc(S(=O)(=O)N2CCCCCC2)cc1	i	i	i	i	i	i	16*	0.0	-16	-1	i
Cc1ccc(C)c(N2CCN(C(=O)CCCCn3c(=O)[nH]c4ccccc4c3=O)CC2)c1	i	i	i	i	i	i	i	0.0	1	10	i
Cc1nn(-c2ccccc2)c(C)c1/C=N/N1CCN(c2ccccc2)CC1	i	i	i	i	i	i	i	/	3	3	i
COc1ccc(C(=O)NCCCCCC(=O)N/N=C/c2ccco2)cc1OC	i	i	i	i	i	i	i	0.2	-2	1	i
CC(C)[C@H](NC(N)=O)C(=O)NNC(=O)COc1cccc(C(F)(F)F)c1	i	i	i	i	i	i	i	-0.9	8	-1	i
Cc1ccc(NC(=O)c2c(-c3ccccc3)noc2C)nc1	i	i	i	i	i	i	i	-0.2	-12	0	i
Cc1nc(N2CCCCC2)c2c(C)c(C(=O)Nc3ccccc3C(F)(F)F)sc2n1	i	i	i	i	i	i	i	-0.1	-1	9	i
CCC(=O)Nc1nc(C)c(C(=O)Nc2cccc(Cl)c2)s1	i	i	i	i	i	i	i	0.1	0	-2	i
CCOc1ccc(NC(=O)c2cccc3ccccc23)cc1	i	i	i	i	i	i	i	1.6	3	5	i
CCOc1ccc(C(=O)NN2C(=S)NC(C)(C)C=C2C)cc1	i	i	i	i	i	i	i	0.9	12	8	i
Cc1ccc(CCCOC(=O)C[N+]2(C)CCCC2)cc1	i	i	i	i	i	i	i	0.0	-14	7	i
O=S(=O)(c1ccc(F)cc1)N1CCCN(c2nccc(C(F)(F)F)n2)CC1	i	i	i	i	i	i	i	0.4	-5	-2	i
COc1ccccc1-n1c(SCC(=O)c2ccc(O)cc2O)nc2cc([N+](=O)[O-])ccc21	i	i	i	i	i	i	i	-0.1	-10	-8	i
Cc1ccc2nc3c(cc(C(=O)NC4CCCC4)c(=N)n3C3CCCCC3)c(=O)n2c1	-6.4*	i	i	i	i	i	i	-0.1	-3	8	i
COC(=O)c1cc(NC(=O)CN2CCOCC2)cc(C(=O)OC)c1	i	i	i	i	i	i	i	-0.2	-2	-3	i
CCc1cccc(CC)c1NC(=O)COC(=O)CC1c2ccccc2CCN1S(=O)(=O)c1ccc(F)cc1 (stereo not drawn)	i	i	i	i	i	i	i	-0.7	9	8	i
COC(=O)C1=C(C(=O)OC)[C@@H]2N(Cc3ccccc3)c3ccccc3[C@@]23C[C@@H](C(=O)OC)N(C(=O)NC2CCCCC2)C3=N1	i	i	i	i	i	i	i	-0.5	-1	4	i

Two entries from above, with values under each structure:
Every second line gives: TRPC6 inhibitor	MrgX1 allo act	TRPC4 inh	RGS4 act	TRPC6 act	MrgX1 antagonist	RGS4 inh	HIF act	Platelet DG rel	SKKanGAS inh	MrgX1 agonist
CCc1cccc(CC)c1NC(=O)COC(=O)CC1c2ccccc2CCN1S(=O)(=O)c1ccc(F)cc1 (stereo not drawn)
 : i	i	i	i	i	i	i	-0.7	9	8	i
COC(=O)C1=C(C(=O)OC)[C@@H]2N(Cc3ccccc3)c3ccccc3[C@@]23C[C@@H](C(=O)OC)N(C(=O)NC2CCCCC2)C3=N1
 : i	i	i	i	i	i	i	-0.5	-1	4	i

(next part)
SMILES	TRPC6 inhibitor	MrgX1 allo act	TRPC4 inh	RGS4 act	TRPC6 act	MrgX1 antagonist	RGS4 inh	HIF act	Platelet DG rel	SKKanGAS inh	MrgX1 agonist
Cc1cccc(NC(=O)NC2(C)CCS(=O)(=O)C2)c1 (stereo not drawn)	i	i	i	i	i	i	i	-0.2	-10	1	i
CC1CCc2onc(C(=O)O)c2C1 (stereo not drawn)	i	i	i	i	i	i	i	-0.1	2	-1	i
Cc1c(NC(=O)C(C)OC(=O)c2cccnc2)c(=O)n(-c2ccccc2)n1C (stereo not drawn)	i	i	i	i	i	i	i	-0.3	5	3	i
CC1(C)C2CCC1(C)C(Nc1ccccc1)C2 (stereo not drawn)	i	i	i	i	i	i	i	-0.2	-5	-8	i
COc1cccc(Nc2c(Nc3cccc(OC)c3)c(=O)c2=O)c1	i	i	i	i	i	i	i	-0.2	1	-2	i
C/C(=N\NC(=O)c1sccc1C)c1cccnc1	i	i	i	i	i	i	i	4.0	5	8	i
O=C(CCC(=O)OCC(=O)c1ccccc1)NC1CCCCC1	i	i	i	i	i	i	i	-0.4	4	-10	i
Cc1ccc(/C=C2/NC(=O)N(Cc3ccccc3)C2=O)o1	i	i	i	i	i	i	5*	-0.1	-6	6	i
COc1cccc(CC(=O)Nc2cc(C(F)(F)F)ccc2N2CCCC2)c1	i	i	i	i	i	i	i	0.4	36	3	i
Cc1ccc(NC(=O)C2CCN(S(=O)(=O)c3ccc4c(c3)NC(=O)C(C)S4)CC2)cc1Cl (stereo not drawn)	i	i	i	i	i	-4.6*	i	-0.1	5	28	i
O=C(CCC1CCCN(C(=O)c2cc3ccccc3o2)C1)NCc1ccc(F)c(F)c1 (stereo not drawn)	i	i	i	i	i	i	i	2.3	-2	-5	i
Cc1cc2nnc(SCC(=O)Nc3cccc(S(=O)(=O)N4CCOCC4)c3)n2c2ccccc12	i	i	i	i	i	i	i	0.0	-24	1	i
O=C1CC(Cc2ccccc2)C(=O)N1c1ncccn1 (stereo not drawn)	i	i	i	i	i	i	i	-0.6	2	0	i
Cc1onc(-c2ccccc2)c1C(=O)NCc1ccc(Cl)cc1	i	i	i	i	i	i	i	-12	-2	2	i
CN(C)NC(=S)Nc1ccc(Cl)cc1	i	i	i	i	i	-6*	i	-0.3	-4	-5	i
COc1cc(C)ccc1OCc1cc(C(=O)N(C)CCCN2CCOCC2)no1	i	i	i	i	i	i	i	-0.3	2	10	i
Cc1csc2nc(CSc3ccc(Cl)cc3)cn12	i	i	i	i	i	i	i	4.4	8	9	i
COC(=O)c1sc(Nc2ccccc2)nc1C	i	i	i	i	i	i	i	2.4	4	-1	i
COc1ccc(Cc2nc3ccc(C(=O)NCC4COCCO4)cc3o2)cc1OC (stereo not drawn)	i	i	i	i	i	i	i	0.0	6	-9	i
COc1ccc(-c2nc(NC(=O)Cn3cnnn3)sc2C)cc1	i	i	/	i	i	i	i	0.0	-1	0	i
Cc1ccccc1NC(=O)CSc1nc2c(c(-c3ccco3)c1C#N)CCCC2	i	i	i	i	i	i	i	0.0	26	7	i
CC(C)Oc1ccc(C(=O)Nc2ccc3c(c2)n(C)c(=O)n3C)cc1	i	i	i	i	i	i	i	3.8	5	-1	i
Cc1ccc(-c2cc(C(=O)N3CCCc4ccccc43)no2)cc1	i	i	i	i	i	i	i	1.3	-1	-25	i
O=C(NCc1ccco1)C1CN(S(=O)(=O)c2ccccc2)CCN1S(=O)(=O)c1ccccc1 (stereo not drawn)	i	i	i	i	i	i	i	0.2	-5	-18	i
CCOc1ccc(N2C(=O)/C(=C/c3cc(OC)c(OC)c(OC)c3)N(CC(=O)OC)C2=S)cc1	i	i	i	i	i	i	i	1.2	-6	9	i
CCCCOc1ccc(S(=O)(=O)N2CCCCC2)cc1	i	i	i	i	i	i	i	-8.8	-8	-10	i
CCC(=O)Nc1cccc(NC(=O)CSc2nnc(-c3ccc(NS(C)(=O)=O)cc3)n2CC)c1	i	i	i	i	i	i	i	-0.1	2	-2	i
COCC(=O)Nc1nnc(C2CCCCC2)s1	i	i	i	i	i	i	i	1.9	1	-3	i
Cc1ccc(S(=O)(=O)NN2C(=O)c3ccccc3NC2(C)C)cc1	i	i	i	i	i	i	i	0.0	-10	-4	i
Cc1ccccc1COC(=O)CCCC1=NS(=O)(=O)c2ccccc2N1	i	i	i	i	i	i	i	-1.0	11	-11	i
CC(C)c1ccc(NC(=O)c2ccc3c(c2)CCN3S(C)(=O)=O)cc1	i	i	i	i	i	i	i	1.6	-3	-7	i
Cc1nnc(SCC(=O)NC(C)(C)C)n1NCc1c(F)cccc1Cl	i	i	i	i	i	i	i	0.1	3	3	i
Cc1ccc2oc(C(=O)Nc3ccc(S(=O)(=O)Nc4onc(C)c4C)cc3)cc(=O)c2c1	i	i	i	i	i	i	i	0.0	-5	42	i
CC(C)NC(=O)C1CCN(Cc2cnn(-c3ccccc3)c2-n2cccc2)CC1	i	i	i	i	i	i	i	0.0	3	-8	i
O=C(Nc1ccccc1N1CCOCC1)c1ccc(Cl)c(S(=O)(=O)NCc2ccco2)c1	i	i	i	i	i	i	i	-0.4	7	1	i
O=C(NCc1ccco1)c1ccc(COCC(F)(F)C(F)F)cc1	i	i	i	i	i	i	i	-1.7	-3	2	i
